IL1B NFkB inh: inhibitors of IL-1B driven NFkB p65 nuclear import, primary screen, imaging, HUVEC, IL-1B stimulus, high-content imaging; AID 796, 2007; inhibition, % at 2 µM; 94,000 compounds, 0.43% hits; HUVEC IL-1B NFkB p65 nuclear translocation imaging;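 active = inhibition above about 30% together with a positive call from visual inspection of the well image, limit read from the data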;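 note: nuclear over cytoplasmic p65 intensity ratio measured by imaging; 0% = IL-1B stimulated DMSO wells and 100% = unstimulated DMSO wells; values of inactives mirror those of a sister screen read the other way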
PLAP inhibitors HTS: PLAP enzyme inhibitors, biochemical, luminescence, HTS (AID 690); Alkaline phosphatase, placental type (Homo sapiens); purified PLAP, luminescent substrate; higher % means a stronger effect; inhibition, % at 20 µM; hits with a dose series show IC50 in µM; 96,000 compounds, 0.08% hits; in the data active = a potency from the dose series; inactive = the rest, 99 in 100 with inhibition below about 30%; note: strong numbers were not always called active
MRP resist rev: reversal of MRP1-mediated doxorubicin resistance, primary screen, H69AR cells, doxorubicin co-treatment; H69AR cells + 2 uM doxorubicin, CellTiter-Glo, 72 h; 85,000 compounds, 0.04% hits; differential viability (reversal), % at 10 µM;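 active = viability drop by adding the cancer drug above about 55%, with treated viability meeting a 40% cutoff, limit read from the data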;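 note: viability without doxorubicin minus viability with 2 µM doxorubicin for each compound; larger differential means the compound sensitizes cells more to doxorubicin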
IL1B NFkB pot: enhancers of NFkB p65 translocation in HUVEC – imaging, IL-1B stimulus, high-content imaging, primary screen; HUVEC IL-1B NFkB p65 nuclear translocation imaging; activation, % at 2 µM; 94,000 compounds, 0.3% hits;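 active = activation above 40%, about the mean plus 3 SD, also judged a hit on visual image review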;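 note: percent activation is computed from the nuclear over cytoplasmic p65 intensity ratio; values of inactives mirror those of a sister screen read the other way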
Bcl-B TR3 displacers: displacers of TR3 peptide from Bcl-B, primary screen, selectivity assay for Bfl-1 inhibitor project, biochemical, fluorescence polarization. FP displacement of FITC-TR3 peptide from Bcl-B; higher % means a stronger effect. displacement, % at 20 µM; hits with a dose series show IC50 in µM. 96,000 compounds, 0.11% hits. AID 748, 2007;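 active = displacement above 50% at 20 µM plus a fluorescence interference ratio under 1.5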;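 note: plate controls were wells without compound for no effect and wells lacking Bcl-B protein for full effect; a part of the inactive calls stands beside numbers as strong as those of hits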
MRP resist rev cytotoxicity: recorded beside MRP resist rev, whose call it bears; viability, %; H69AR cells, CellTiter-Glo, 72 h; measured here: cytotoxicity without doxorubicin
MRP resist rev with doxorubicin: second read-out of MRP resist rev, no call of its own (marks repeat the call); viability, %; measured here: viability with 2 uM doxorubicin; active compounds read low
IL1B NFkB inh cell count 2 µM: recorded beside IL1B NFkB inh, whose call it bears; cell count; measured here: cells passing quality filter;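 raw number of nuclei counted in each imaged well without normalization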
IL1B NFkB pot cell count 2 µM: second read-out of IL1B NFkB pot, no call of its own (marks repeat the call); cell count; measured here: cells passing quality filter
The depositor's hits bear a star; . = not tested or not shown. A portion of the library (hit frequency here may not be typical).

SMILES | IL1B NFkB inh | IL1B NFkB inh cell count 2 µM | PLAP inhibitors HTS | MRP resist rev | MRP resist rev cytotoxicity | MRP resist rev with doxorubicin | IL1B NFkB pot | IL1B NFkB pot cell count 2 µM | Bcl-B TR3 displacers
CCc1cc2c(=O)n(-c3ccc(Br)cc3)cnc2s1 | -6 | 167 | 17% | 21 | 116 | 95 | 6 | 167 | -10%
CCCOc1ccc(-c2nnn(CC(=O)Nc3cccc(C(=O)OC)c3)n2)cc1 | . | . | 12% | -33 | 38 | 71 | . | . | -16%
CCCn1c(=O)c2ccccc2n2c(SCc3nc4ccccc4s3)nnc12 | 1 | 149 | -18% | -40 | 31 | 70 | -1 | 149 | -53%
CCOC(=O)Cc1nn(C)c(=O)c2ccccc12 | -5 | 114 | -23% | 3 | 93 | 89 | 5 | 114 | -5%
CSc1ccc(S(=O)(=O)Nc2ccc(NC(C)=O)cc2)cc1 | 6 | 148 | 1% | 9 | 102 | 93 | -6 | 148 | -2%
CCOC(=O)c1ccccc1NC(=O)c1ccccc1NS(C)(=O)=O | 7 | 113 | -29% | 3 | 84 | 81 | -7 | 113 | -7%
O=C(NCc1ccco1)C12CN(Cc3ccccc3)CC1C(c1ccc([N+](=O)[O-])cc1)=NO2 (configuration not stated) | -3 | 86 | -1% | . | . | . | 3 | 86 | 3%
CCOc1ccc(N2CC(C(=O)Nc3ccc(F)cc3F)CC2=O)cc1 (configuration not stated) | -8 | 182 | 0% | . | . | . | 8 | 182 | 2%
Cc1cc(C(=O)NCCCOC(C)C)c2ccccc2n1 | -18 | 133 | 2% | 3 | 90 | 87 | 18 | 133 | -2%
COc1ccc(NC(=O)CCN2CCCCCC2)cc1 | -22 | 93 | . | 7 | 99 | 92 | 22 | 93 | .
COc1ccc(Cn2nnnc2C(c2ccccc2Cl)N2CCC(C(N)=O)CC2)cc1 (configuration not stated) | -18 | 158 | -41% | -27 | 60 | 87 | 18 | 158 | 2%
Cc1ccc(N2CC(C)Cn3c2nc2c3c(=O)n(CC(=O)OCc3ccccc3)c(=O)n2C)cc1C (configuration not stated) | -4 | 173 | -24% | 22 | 96 | 73 | 4 | 173 | -5%
CCCCNC(=O)CN1C(=O)NC2NC(=O)NC21 (configuration not stated) | -7 | 187 | -7% | . | . | . | 7 | 187 | 16%
O=C1C(Nc2ccccc2)=C(N2CCCCC2)C(=O)c2ccccc21 | -2 | 148 | 26% | . | . | . | 2 | 148 | 7%
COc1cc2c(=O)n(CC3CCCO3)c(=O)n(CC(=O)Nc3cccc(Cl)c3)c2cc1OC (configuration not stated) | -3 | 148 | -74% | -2 | 92 | 95 | 3 | 148 | 7%
Cc1ccsc1/C=C1\SC(N)=NC1=O | -4 | 161 | -34% | . | . | . | 4 | 161 | -108%
O=[N+]([O-])c1c(Nc2ccccc2)ccc2nonc12 | 2 | 133 | -4% | . | . | . | -2 | 133 | -1%
O=C(/C=C/c1ccccc1)N/C(=C/c1ccccc1)C(=O)N1CCCCC1 | 4 | 144 | -8% | . | . | . | -4 | 144 | 10%
Oc1ccc(/C=N/NC2=NCCCCC2)cc1 | 5 | 161 | 13% | . | . | . | -5 | 161 | -8%
CCn1c(SCC(=O)Nc2cc(C)on2)nc2sc(C)c(C)c2c1=O | . | . | -6% | -30 | 42 | 72 | . | . | -6%
CCCC(=O)N1CCN(c2ccc(NC(=O)c3ccc(Br)o3)cc2)CC1 | -12 | 134 | 5% | 0 | 89 | 89 | 12 | 134 | -10%
O=C(COc1ccc(Cl)cc1Cl)N1CCCN(C(=O)COc2ccc(Cl)cc2Cl)CC1 | -6 | 197 | -47% | . | . | . | 6 | 197 | 8%
Cc1[nH]c2ccccc2c1C(=O)CN1CCC(C)CC1 | -7 | 173 | 2% | . | . | . | 7 | 173 | 0%
N#CCCN1CCN(S(=O)(=O)c2ccc3c(c2)OCCCO3)CC1 | -6 | 81 | 22% | 9 | 93 | 84 | 6 | 81 | 6%
CCOC(=O)C1CCN(C(=O)Cn2cc3c(n2)CCC(C)C3)CC1 (configuration not stated) | . | . | -20% | 2 | 81 | 79 | . | . | -2%
Cc1cc(S(=O)(=O)NCCN2CCOCC2)c(C)s1 | 1 | 87 | -27% | . | . | . | -1 | 87 | 1%
CCN(CC)S(=O)(=O)c1ccc(NS(=O)(=O)c2ccc(C)c(C)c2)cc1 | -4 | 156 | -46% | . | . | . | 4 | 156 | 12%
O/N=C(/CN(O)/C=C1/C=CC=N1)c1cccs1 | -6 | 108 | -11% | -5 | 93 | 98 | 6 | 108 | -4%
CCc1sc(-c2c(C#N)c(N)nc3c2CCCCCC3)cc1[N+](=O)[O-] | -11 | 129 | 8% | . | . | . | 11 | 129 | -11%
C(=N\N1CCN(Cc2ccccc2)CC1)/c1cccs1 | -3 | 134 | 5% | . | . | . | 3 | 134 | 6%
CC1=CC(C)C2C(=O)N(c3ccccc3)C(=O)C2C1 (configuration not stated) | -7 | 127 | 14% | 14 | 103 | 90 | 7 | 127 | -9%
CCOC(=O)c1nnn(-c2nonc2N)c1CN(C)C1CCCCC1 | 2 | 122 | -10% | 5 | 96 | 90 | -2 | 122 | -13%
CCC(CC)C(=O)Nc1cc(C)cc(C)c1 | . | . | -6% | -17 | 97 | 114 | . | . | 2%
CCCn1nc(C(=O)Nc2cccc(C(=O)OC)c2)c2ccccc2c1=O | . | . | -50% | 6 | 70 | 64 | . | . | -3%
Cc1cc(=O)oc2cc(OCC(=O)Nc3nnc(CC(C)C)s3)ccc12 | -9 | 134 | 11% | 28 | 107 | 79 | 9 | 134 | -29%
O=C(Nc1cnn(Cc2c(Cl)cccc2Cl)c1)C(c1ccccc1)c1ccccc1 | 1 | 162 | 8% | . | . | . | -1 | 162 | 8%
CC1(C)CC(=O)c2c(nn(-c3ccccc3)c2N)C1 | -15 | 177 | -1% | 15 | 93 | 78 | 15 | 177 | 1%
CCCCC(=O)Nc1ccc2c(c1)nc(CCN1CCOCC1)n2C | -13 | 160 | 6% | 4 | 75 | 70 | 13 | 160 | -3%
Oc1ccc(CNc2ccccc2)c2cccnc12 | 2 | 116 | . | -11 | 36 | 47 | -2 | 116 | 0%
O=C(c1ccco1)N1N=C(c2cccs2)CC1c1ccc(F)cc1 (configuration not stated) | -14 | 186 | 3% | 3 | 91 | 88 | 14 | 186 | 0%
CSCCOC(=O)C1=C(C)NC(=O)CC1c1ccccc1Cl (configuration not stated) | -13 | 97 | -9% | -3 | 83 | 86 | 13 | 97 | -19%
COC(=O)c1ccc(-n2cnc(Cl)n2)c(F)c1 | -3 | 158 | 19% | . | . | . | 3 | 158 | 0%
COc1ccc(CNC(=O)C(c2ccncc2)N(C(=O)Cc2cccs2)c2ccccc2C)cc1 (configuration not stated) | -3 | 102 | 4% | . | . | . | 3 | 102 | -4%
COc1cccc(-n2c(SCC(=O)Nc3nccs3)nnc2-c2ccoc2C)c1 | -6 | 134 | . | -6 | 87 | 94 | 6 | 134 | .
CS(=O)(=O)N1CCN(C/C=C/c2ccccc2)CC1 | -11 | 169 | -40% | -9 | 90 | 98 | 11 | 169 | 9%
COc1ccc(-c2csc(Nc3cccnc3)n2)cc1 | 1 | 71 | 8% | 6 | 102 | 95 | -1 | 71 | -3%
Cc1ccc2c(Cl)cc(Cl)c(OCC(=O)NC(=O)NCc3ccco3)c2n1 | -8 | 162 | 2% | -20 | 30 | 50 | 8 | 162 | -8%
Cc1ccccc1CSc1nnc(-c2cccs2)n1Cc1ccco1 | -6 | 61 | -10% | 10 | 92 | 82 | 6 | 61 | 3%
Cc1ccc(-c2csc3ncnc(N4CCN(C(=O)c5ccccc5)CC4)c23)cc1 | -20 | 80 | -67% | -7 | 22 | 29 | 20 | 80 | 1%
CCOC(=O)c1cn(CC)c2cc(N3CCSCC3)c(F)cc2c1=O | 1 | 211 | -25% | 2 | 68 | 66 | -1 | 211 | -10%
Cn1cc(CCC(=O)NCc2ccc3c(c2)OCO3)c2ccccc21 | 10 | 141 | 20% | -10 | 78 | 89 | -10 | 141 | -10%
Fc1cc2ncn(Cc3ccccc3)c2cc1F | -9 | 104 | 19% | 0 | 88 | 87 | 9 | 104 | -8%
O=S(=O)(CCN(CCS(=O)(=O)C(F)(F)F)CC1CCCO1)C(F)(F)F (configuration not stated) | 9 | 189 | -2% | -6 | 98 | 104 | -9 | 189 | -4%
Cc1cc(C(=O)NCc2cccs2)cs1 | -13 | 136 | 0% | -1 | 105 | 106 | 13 | 136 | -12%
CCCC(c1nnnn1C(C)(C)CC)N(Cc1ccco1)Cc1cc2ccc(OC)cc2[nH]c1=O (configuration not stated) | -4 | 166 | -24% | -9 | 100 | 109 | 5 | 166 | -11%
CN(C)/C=C(/C#N)C(=O)c1cccc(Oc2ccc(C(C)(C)C)cc2)c1 | -24 | 88 | -51% | 7 | 78 | 71 | 23 | 88 | 0%
Cc1ccc(NC(=O)c2nnn(-c3cc(C)cc(C)c3)c2N)cc1 | -8 | 164 | 3% | 9 | 84 | 75 | 8 | 164 | -3%
O=C(Nc1cccn2ncnc12)c1ccc(Cl)cc1 | 7 | 133 | -16% | . | . | . | -7 | 133 | -2%
O=C1C2C3c4ccccc4C(c4ccccc43)C2C(=O)N1Cc1ccco1 (configuration not stated) | . | . | -11% | 3 | 86 | 83 | . | . | 10%
Cc1ccc(S(=O)(=O)N(C)CCCC(=O)Nc2ccncc2)cc1 | 14 | 175 | 26% | -5 | 79 | 85 | -14 | 175 | 0%
Other records.
SMILES | IL1B NFkB inh | IL1B NFkB inh cell count 2 µM | PLAP inhibitors HTS | MRP resist rev | MRP resist rev cytotoxicity | MRP resist rev with doxorubicin | IL1B NFkB pot | IL1B NFkB pot cell count 2 µM | Bcl-B TR3 displacers
Cc1cc(C(=O)Nc2c(F)cc(F)cc2Br)c(C)o1 | -4 | 132 | 20% | 8 | 95 | 87 | 4 | 132 | 4%
CC1CC(=O)C2=C(C1)Nc1ncnn1C2c1ccccc1 (configuration not stated) | 0 | 114 | -9% | 7 | 88 | 82 | 0 | 114 | -2%
NC(=S)N/N=C/c1ccccc1OCc1cccc(Cl)c1 | . | . | 2% | . | . | . | . | . | -4%
COC(=O)C1=C(C)NC(=O)CC1c1ccc(C(=O)OC)cc1 (configuration not stated) | -10 | 95 | 3% | -7 | 99 | 105 | 10 | 95 | 3%
CC(=O)N1CCc2cc(NC(=O)c3ccc(C)cc3)ccc21 | -4 | 90 | 7% | -6 | 88 | 94 | 4 | 90 | -1%
Cc1nc(CC(=O)O)c(-c2ccccc2)s1 | -15 | 126 | 18% | 4 | 107 | 103 | 15 | 126 | -9%
Cc1ccc(C2CC(c3ccccc3OC(F)F)Nc3ncnn32)cc1 (configuration not stated) | -15 | 149 | 4% | . | . | . | 15 | 149 | 9%
Cc1n[nH]c(C)c1CCc1nc2c3ccccc3nc(SCC(N)=O)n2n1 | -5 | 108 | -47% | 7 | 92 | 85 | 5 | 108 | -3%
O=C(N/N=C\c1cn(-c2ccccc2)nc1-c1ccccc1)c1ccc2c(c1)OCO2 | -10 | 165 | -18% | . | . | . | 10 | 165 | -8%
COc1ccccc1-c1noc(-c2cc(OC)c(OC)c(OC)c2)n1 | 9 | 88 | . | -2 | 67 | 70 | -9 | 88 | .

Grouped by structure, the compounds so far containing an NH in an aromatic ring (3)
SMILES | IL1B NFkB inh | IL1B NFkB inh cell count 2 µM | PLAP inhibitors HTS | MRP resist rev | MRP resist rev cytotoxicity | MRP resist rev with doxorubicin | IL1B NFkB pot | IL1B NFkB pot cell count 2 µM | Bcl-B TR3 displacers
Cc1[nH]c2ccccc2c1C(=O)CN1CCC(C)CC1 | -7 | 173 | 2% | . | . | . | 7 | 173 | 0%
CCCC(c1nnnn1C(C)(C)CC)N(Cc1ccco1)Cc1cc2ccc(OC)cc2[nH]c1=O (configuration not stated) | -4 | 166 | -24% | -9 | 100 | 109 | 5 | 166 | -11%
Cc1n[nH]c(C)c1CCc1nc2c3ccccc3nc(SCC(N)=O)n2n1 | -5 | 108 | -47% | 7 | 92 | 85 | 5 | 108 | -3%

Bioassay records from PubChem BioAssay.
